Screens deposited in PubChem by The Scripps Research Institute Molecular Screening Center.
PAFAH2 inh – inhibitors of human PAFAH2; Q99487; recombinant PAFAH2, FP-rhodamine activity probe, fluorescence polarization; inhibition, % at 3.39 µM; 340,000 tested, 0.99% active;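 active means inhibition above the mean over all tested compounds plus 3 SD, cut at about 30% in these data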;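 further: inhibitors block probe labeling of enzyme so polarization drops; 0% = enzyme with DMSO and 100% = wells lacking PAFAH2 protein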
PAFAH1B2 inh – inhibitors of human PAFAH1B2 | P68402 | recombinant PAFAH1B2, FP-rhodamine activity probe, fluorescence polarization | inhibition, % at 3.39 µM | 340,000 tested, 1.2% active | AID 492953;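 active means inhibition above the mean of all tested compounds plus 3 SD, cut at about 24% in these data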;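 further: 0% = enzyme with DMSO and 100% = wells lacking PAFAH1B2; many of its hits are not listed in these tables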
Target sequence (P68402 whole entry, looked up): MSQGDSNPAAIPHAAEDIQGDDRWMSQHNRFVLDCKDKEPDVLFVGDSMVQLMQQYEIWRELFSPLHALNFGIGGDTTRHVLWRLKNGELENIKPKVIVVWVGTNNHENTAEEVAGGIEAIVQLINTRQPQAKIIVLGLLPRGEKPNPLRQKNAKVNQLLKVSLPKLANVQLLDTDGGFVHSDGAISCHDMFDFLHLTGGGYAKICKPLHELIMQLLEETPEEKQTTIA
pPAFAH FP inh – inhibitors of human plasma PAF acetylhydrolase (pPAFAH). 330,000 tested, 1.5% active. recombinant pPAFAH, FP-rhodamine probe fluorescence polarization. AID 463082. inhibition, % at 3.39 µM. Q13093;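 active means inhibition above the mean inhibition across the screen plus 3 SD, cut at about 25% in these data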;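 further: inhibitors block binding of the rhodamine activity-based probe so polarization drops; 0% = enzyme with DMSO and 100% = wells lacking pPAFAH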
PME-1 inh – blocks human protein phosphatase methylesterase 1; recombinant PME-1, FP-Rh probe fluorescence polarization; 320,000 tested, 0.53% active; Q9Y570; inhibition, % at 5.9 µM;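 active means inhibition above the campaign mean of all compounds plus 3 SD, cut at about 26% in these data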;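 further: competitive labeling of PME-1 active site by serine hydrolase directed probe; 0% = PME-1 with DMSO and 100% = wells lacking PME-1 enzyme; inhibitors block probe labeling so polarization falls and inhibition rises; many of its hits are not listed in these tables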
PAFAH1B3 inh – inhibitors of human PAFAH1B3; 340,000 tested, 0.28% active; AID 492972; recombinant PAFAH1B3, FP-rhodamine probe, fluorescence polarization; inhibition, % at 3.39 µM;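 active means inhibition above the screen-wide average of all tested compounds plus 3 SD, cut at about 25% in these data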;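 further: 0% = enzyme with DMSO only and 100% = wells lacking PAFAH1B3 protein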
Target sequence (Q15102 whole entry, looked up): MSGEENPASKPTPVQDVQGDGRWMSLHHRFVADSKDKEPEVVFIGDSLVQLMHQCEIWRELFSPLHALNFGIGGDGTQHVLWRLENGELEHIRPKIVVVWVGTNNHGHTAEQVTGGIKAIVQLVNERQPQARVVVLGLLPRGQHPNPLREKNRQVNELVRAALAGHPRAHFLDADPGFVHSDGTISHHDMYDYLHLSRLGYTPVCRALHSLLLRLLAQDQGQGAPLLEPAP
LYPLA1 inh – LYPLA1 (human) inhibition in PME1 counter-screen. O75608. recombinant LYPLA1, FP-Rh probe fluorescence polarization. inhibition, % at 5.9 µM. 320,000 tested, 0.16% active. AID 2174;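 active means inhibition above the mean of all tested compounds plus 3 SD, set per campaign, cut at about 14% in these data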;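 further: inhibitors block serine hydrolase probe labeling of LYPLA1 so polarization falls; 0% = enzyme with DMSO and 100% = wells lacking LYPLA1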
Target sequence (O75608 whole entry, looked up): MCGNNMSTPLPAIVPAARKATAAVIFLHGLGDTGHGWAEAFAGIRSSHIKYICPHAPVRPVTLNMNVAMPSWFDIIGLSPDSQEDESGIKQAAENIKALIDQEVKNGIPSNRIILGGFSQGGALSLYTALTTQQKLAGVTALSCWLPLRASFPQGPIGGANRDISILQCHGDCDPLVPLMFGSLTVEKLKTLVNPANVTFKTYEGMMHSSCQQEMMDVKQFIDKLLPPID
PAD4 FP inh – PAD4 (human) enzyme inhibition; inhibition, % at 6.36 µM; Q9UM07; 330,000 tested, 0.41% active; AID 485272; recombinant PAD4, RCA probe fluorescence polarization;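 active means percent inhibition above a cutoff equal to the mean of all tested compounds plus 3 SD, cut at about 15% in these data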;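 further: 0% = PAD4 with RCA probe and DMSO and 100% = probe without PAD4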
GSTO1 inh – counter-screen for RBBP9 inhibitors: inhibitors of human GSTO1; P78417; recombinant GSTO1, activity-based probe fluorescence polarization; inhibition, % at 5.96 µM; 300,000 tested, 1.1% active;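 active means inhibition above the campaign mean inhibition plus 3 SD, cut at about 35% in these data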;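 further: 0% = GSTO1-1 with DMSO and 100% = wells lacking GSTO1-1 enzyme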
Target sequence (P78417 whole entry, looked up): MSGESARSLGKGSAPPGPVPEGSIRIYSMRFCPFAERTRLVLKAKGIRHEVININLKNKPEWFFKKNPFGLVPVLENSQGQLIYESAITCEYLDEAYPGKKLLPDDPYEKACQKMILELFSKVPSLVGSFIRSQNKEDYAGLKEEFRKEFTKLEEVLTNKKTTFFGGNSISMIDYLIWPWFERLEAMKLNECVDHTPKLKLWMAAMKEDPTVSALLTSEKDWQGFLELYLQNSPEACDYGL
Fam108B counter – Fam108B inhibition, counter-screen for RBBP9 inhibitors; inhibition, % at 9.51 µM; 300,000 tested, 0.33% active; recombinant Fam108B, FP-Rh probe fluorescence polarization;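 active means inhibition above the screen mean inhibition plus 3 SD, computed separately per campaign, cut at about 18% in these data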;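 further: inhibitors lower polarization as less probe binds the enzyme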
Active calls of the source: *. The list is partial, so the mix of outcomes need not match the whole.

What do the screens show for `COc1ccc(CCNC(=O)C(=O)NCC2OCCN2S(=O)(=O)c2ccc(Cl)cc2)cc1` (centres undefined)?
PAFAH2 inh: -3; PAFAH1B2 inh: 6; pPAFAH FP inh: 5; PME-1 inh: -6; PAFAH1B3 inh: 2; LYPLA1 inh: 1; PAD4 FP inh: -1; GSTO1 inh: 3; Fam108B counter: -2

Results for CN1CCN(CCCN(Cc2ccco2)C(=S)Nc2ccc(Cl)cc2)CC1 ?
PAFAH2 inh: 5; PAFAH1B2 inh: 3; pPAFAH FP inh: 0; PME-1 inh: -1; PAFAH1B3 inh: 4; LYPLA1 inh: 3; PAD4 FP inh: -3; GSTO1 inh: -2; Fam108B counter: -5

What do the screens show for `COc1ccc(-c2csc(NC(=S)NC(=O)c3cc4ccccc4o3)n2)cc1Br`?
PAFAH2 inh: 3; PAFAH1B2 inh: 3; pPAFAH FP inh: -1; PME-1 inh: 0; PAFAH1B3 inh: 1; LYPLA1 inh: -1; PAD4 FP inh: -1; GSTO1 inh: -7; Fam108B counter: 0

Results for COc1ccc(Cl)cc1C(=O)CSc1nnnn1C1CCCCC1 ?
PAFAH2 inh: 9; PAFAH1B2 inh: 3; pPAFAH FP inh: 1; PME-1 inh: -3; PAFAH1B3 inh: 6; LYPLA1 inh: 1; PAD4 FP inh: -6; GSTO1 inh: -5; Fam108B counter: 2

How did CCCN1C(=O)c2cc(C(=O)Nc3ccccc3CC)ccc2C1O (centres undefined) do in these assays?
PAFAH2 inh: 0; PAFAH1B2 inh: -3; pPAFAH FP inh: -2; PME-1 inh: -6; PAFAH1B3 inh: 7; LYPLA1 inh: 3; PAD4 FP inh: -4; GSTO1 inh: 6; Fam108B counter: 0

What do the screens show for `CCCN1CCC(NC(=O)Cc2ccc(C)cc2)CC1`?
PAFAH2 inh: -8; PAFAH1B2 inh: 6; pPAFAH FP inh: 0; PME-1 inh: -1; PAFAH1B3 inh: 8; LYPLA1 inh: -1; PAD4 FP inh: -1; GSTO1 inh: -4; Fam108B counter: 3

What do the screens show for `CN1CCCC(OC(=O)c2ccc(S(=O)(=O)N(C)C)cc2)C1` (centres undefined)?
PAFAH2 inh: 2; PAFAH1B2 inh: 1; pPAFAH FP inh: -3; PME-1 inh: 3; PAFAH1B3 inh: 2; LYPLA1 inh: -2; PAD4 FP inh: 3; GSTO1 inh: 0; Fam108B counter: -1

How did COc1ccc2nc(N3CCCCC3)c(/C=C3\SC(=S)NC3=O)cc2c1 do in these assays?
PAFAH2 inh: 17; PAFAH1B2 inh: 12; pPAFAH FP inh: 13; PME-1 inh: -8; PAFAH1B3 inh: 11; LYPLA1 inh: 0; PAD4 FP inh: -8; GSTO1 inh: -25; Fam108B counter: 14

How did COc1ccc(C(=O)Nc2ccc3c(c2)nc2n3CCSC2)cc1 do in these assays?
PAFAH2 inh: -4; PAFAH1B2 inh: 3; pPAFAH FP inh: 3; PME-1 inh: -4; PAFAH1B3 inh: -4; LYPLA1 inh: 1; PAD4 FP inh: 0; GSTO1 inh: -8; Fam108B counter: -6

What do the screens show for `Cc1ccc(C(CNS(=O)(=O)c2ccccc2)N2CCN(C)CC2)cc1` (centres undefined)?
PAFAH2 inh: 6; PAFAH1B2 inh: 3; pPAFAH FP inh: 2; PME-1 inh: 1; PAFAH1B3 inh: 8; LYPLA1 inh: -1; PAD4 FP inh: -3; GSTO1 inh: -3; Fam108B counter: 5

How did CC(C)OC(=O)CN1CCN(C2c3ccccc3-c3ccccc32)CC1 do in these assays?
PAFAH2 inh: 9; PAFAH1B2 inh: 6; pPAFAH FP inh: 1; PME-1 inh: -1; PAFAH1B3 inh: 2; LYPLA1 inh: -2; PAD4 FP inh: -2; GSTO1 inh: -9; Fam108B counter: 0

Results for O=C(Cc1ccc(S(=O)(=O)N2CCOCC2)s1)Nc1nc2c(s1)CCCC2 ?
PAFAH2 inh: 4; PAFAH1B2 inh: -2; pPAFAH FP inh: 32*; PME-1 inh: -7; PAFAH1B3 inh: 6; LYPLA1 inh: -8; PAD4 FP inh: 0; GSTO1 inh: 26; Fam108B counter: 6

How did Cc1ccc(-c2nc(NCCN3CCOCC3)c3ccccc3n2)cc1 do in these assays?
PAFAH2 inh: 3; PAFAH1B2 inh: 10; pPAFAH FP inh: 6; PME-1 inh: 4; PAFAH1B3 inh: 11; LYPLA1 inh: 2; PAD4 FP inh: 4; GSTO1 inh: -9; Fam108B counter: -5

How did COc1ccc(Cl)cc1S(=O)(=O)N1CCN=C1C do in these assays?
PAFAH2 inh: 0; PAFAH1B2 inh: 2; pPAFAH FP inh: 1; PME-1 inh: -2; PAFAH1B3 inh: 1; LYPLA1 inh: 2; PAD4 FP inh: -4; GSTO1 inh: 3; Fam108B counter: -2

Results for CCC1(C)N=C(c2ccc3c(c2)OCO3)CC(c2ccccc2O)N1 (centres undefined) ?
PAFAH2 inh: -4; PAFAH1B2 inh: 2; pPAFAH FP inh: 3; PME-1 inh: -4; PAFAH1B3 inh: 8; LYPLA1 inh: -9; PAD4 FP inh: 1; GSTO1 inh: -6; Fam108B counter: -4

How did Cc1ccc(Oc2nc(CN3CCOCC3)nc3sc4c(c23)CCC(C)C4)cc1 (centres undefined) do in these assays?
PAFAH2 inh: -4; PAFAH1B2 inh: 1; pPAFAH FP inh: 19; PME-1 inh: -8; PAFAH1B3 inh: -4; LYPLA1 inh: -2; PAD4 FP inh: -7; GSTO1 inh: 1; Fam108B counter: -3

How did CCOC(=O)N1CCN(C(=S)NC(=O)c2nn(C)cc2Br)CC1 do in these assays?
PAFAH2 inh: 1; PAFAH1B2 inh: 1; pPAFAH FP inh: 3; PME-1 inh: -3; PAFAH1B3 inh: 9; LYPLA1 inh: 1; PAD4 FP inh: 0; GSTO1 inh: 3; Fam108B counter: -6

Results for c1ccc(N=P(c2nc3ccccc3o2)(N2CCOCC2)N2CCOCC2)cc1 ?
PAFAH2 inh: 6; PAFAH1B2 inh: 4; pPAFAH FP inh: -2; PME-1 inh: -1; PAFAH1B3 inh: -2; LYPLA1 inh: -3; PAD4 FP inh: -8; GSTO1 inh: 1; Fam108B counter: -6

Results for O=C(/C=C/c1ccc(Cl)cc1)N1CCN(c2ccc(Cl)cc2[N+](=O)[O-])CC1 ?
PAFAH2 inh: 6; PAFAH1B2 inh: -1; pPAFAH FP inh: 8; PME-1 inh: 2; PAFAH1B3 inh: -1; LYPLA1 inh: 6; PAD4 FP inh: -3; GSTO1 inh: -4; Fam108B counter: 5

Results for Cc1nc(N)sc1-c1csc(Nc2ccc(Cl)cn2)n1 ?
PAFAH2 inh: -5; PAFAH1B2 inh: -1; pPAFAH FP inh: 16; PME-1 inh: 19; PAFAH1B3 inh: 12; LYPLA1 inh: -3; PAD4 FP inh: -13; GSTO1 inh: -1; Fam108B counter: 12

What do the screens show for `COc1ccc(C(=O)NCC(=O)OCC(=O)Nc2ncc(Cl)cc2Cl)cc1[N+](=O)[O-]`?
PAFAH2 inh: 11; PAFAH1B2 inh: 4; pPAFAH FP inh: 11; PME-1 inh: 7; PAFAH1B3 inh: -1; LYPLA1 inh: -4; PAD4 FP inh: 0

Results for CCOC(=O)c1cc2cc([N+](=O)[O-])ccc2oc1=O ?
PAFAH2 inh: -2; PAFAH1B2 inh: 5; pPAFAH FP inh: 5; PME-1 inh: 5; PAFAH1B3 inh: 0; LYPLA1 inh: 1; PAD4 FP inh: 1; GSTO1 inh: -3; Fam108B counter: 1

Results for CC(C)(C)c1cc(C(=O)NNc2cccc(Cl)c2)n(Cc2ccccc2)n1 ?
PAFAH2 inh: 8; PAFAH1B2 inh: 2; pPAFAH FP inh: -3; PME-1 inh: -4; PAFAH1B3 inh: 1; LYPLA1 inh: -7; PAD4 FP inh: 2; GSTO1 inh: 3; Fam108B counter: -1

What do the screens show for `Cc1cc(C)cc(NCCC#N)c1`?
PAFAH2 inh: 1; PAFAH1B2 inh: 2; pPAFAH FP inh: 1; PME-1 inh: -5; PAFAH1B3 inh: 7; LYPLA1 inh: 1; PAD4 FP inh: 3; GSTO1 inh: 7; Fam108B counter: -2

Results for COCCCN=C1NN=C(c2cc(C)n(Cc3ccco3)c2C)CS1 ?
PAFAH2 inh: 11; PAFAH1B2 inh: 3; pPAFAH FP inh: 13; PME-1 inh: 5; PAFAH1B3 inh: -1; LYPLA1 inh: -1; PAD4 FP inh: -1; GSTO1 inh: 0; Fam108B counter: 2

What do the screens show for `O=C(Nc1ccc(N2CCOCC2)cc1)Nc1ccc2nc(-c3ccco3)c(-c3ccco3)nc2c1`?
PAFAH2 inh: 3; PAFAH1B2 inh: 23; pPAFAH FP inh: 45*; PME-1 inh: 65*; PAFAH1B3 inh: 28*; LYPLA1 inh: -5; PAD4 FP inh: 0; GSTO1 inh: 2; Fam108B counter: 26*

How did O=[N+]([O-])c1ccccc1/C=N/N1CCN(Cc2ccccc2)CC1 do in these assays?
PAFAH2 inh: -1; PAFAH1B2 inh: 4; pPAFAH FP inh: 4; PME-1 inh: -4; PAFAH1B3 inh: 2; LYPLA1 inh: -2; PAD4 FP inh: -2; GSTO1 inh: -3; Fam108B counter: -1

Results for C/C=C/Cn1c(N2CCCCCC2)nc2c1c(=O)[nH]c(=O)n2C ?
PAFAH2 inh: -3; PAFAH1B2 inh: 4; pPAFAH FP inh: 3; PME-1 inh: -1; PAFAH1B3 inh: 0; LYPLA1 inh: -1; PAD4 FP inh: -3; GSTO1 inh: -1; Fam108B counter: 1

Results for O=C(c1cccc([N+](=O)[O-])c1)c1ccccn1 ?
PAFAH2 inh: 4; PAFAH1B2 inh: 5; pPAFAH FP inh: 1; PME-1 inh: -3; PAFAH1B3 inh: 6; LYPLA1 inh: -5; PAD4 FP inh: -5; GSTO1 inh: 15; Fam108B counter: 0

What do the screens show for `Cc1c(NS(=O)(=O)c2cccc(C(=O)NCc3ccncc3)c2)c(=O)n(-c2ccccc2)n1C`?
PAFAH2 inh: 4; PAFAH1B2 inh: 4; pPAFAH FP inh: 0; PME-1 inh: -5; PAFAH1B3 inh: 3; LYPLA1 inh: 2; PAD4 FP inh: -5; GSTO1 inh: -5; Fam108B counter: -3

Results for CCOC(=O)c1ccc(NC(=O)CSc2nnc(CNc3ccc(OC)cc3)n2C)cc1 ?
PAFAH2 inh: -5; PAFAH1B2 inh: 8; pPAFAH FP inh: 5; PME-1 inh: -4; PAFAH1B3 inh: 10; LYPLA1 inh: -4; PAD4 FP inh: -7; GSTO1 inh: 9; Fam108B counter: 0

Results for COc1ccc(OC)c(NC(=O)COC(=O)CCc2ccc(S(=O)(=O)N3CCOCC3)cc2)c1 ?
PAFAH2 inh: -2; PAFAH1B2 inh: 2; pPAFAH FP inh: 11; PAFAH1B3 inh: 5; PAD4 FP inh: -2

What do the screens show for `Cc1ccccc1NC(=O)CN1C(=O)NC(C)(c2ccc3c(c2)OCO3)C1=O` (centres undefined)?
PAFAH2 inh: 0; PAFAH1B2 inh: 5; pPAFAH FP inh: 4; PME-1 inh: 1; PAFAH1B3 inh: 0; LYPLA1 inh: 1; PAD4 FP inh: 0; GSTO1 inh: 11; Fam108B counter: 4

Results for COc1cc(NC(=O)CN2C(=O)c3ccccc3S2(=O)=O)cc(OC)c1 ?
PAFAH2 inh: -3; PAFAH1B2 inh: -5; pPAFAH FP inh: 0; PME-1 inh: 4; PAFAH1B3 inh: -1; LYPLA1 inh: -1; PAD4 FP inh: 0
